# EP2 antag: blocks the human prostaglandin E2 receptor EP2; AID 1422; inhibition, % at 25 µM; hit rate 0.52% among 260,000; P43116; C6 glioma cells expressing human EP2, cAMP TR-FRET; cells stimulated with saturating PGE2;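 active means percent inhibition above 40 after rounding to a whole number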;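 further: rat C6 glioma host cells with rolipram phosphodiesterase inhibitor present; the protocol text gives 20 µM as final concentration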
# Target sequence (P43116 whole entry, looked up): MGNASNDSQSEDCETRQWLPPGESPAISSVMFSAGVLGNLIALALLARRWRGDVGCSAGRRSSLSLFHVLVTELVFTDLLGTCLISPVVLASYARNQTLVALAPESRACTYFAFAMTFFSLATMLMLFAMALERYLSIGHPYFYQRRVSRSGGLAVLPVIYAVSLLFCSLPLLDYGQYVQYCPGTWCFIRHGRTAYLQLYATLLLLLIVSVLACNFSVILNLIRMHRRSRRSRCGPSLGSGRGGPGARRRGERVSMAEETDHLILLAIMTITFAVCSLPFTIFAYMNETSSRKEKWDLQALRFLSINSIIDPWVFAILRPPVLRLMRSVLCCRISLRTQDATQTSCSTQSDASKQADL
# EP2 mod: EP2 receptor (human) modulation; induction, % at 25 µM; EP2-expressing cells, cAMP HTRF FRET, PGE2 co-stimulation; hit rate 0.83% among 260,000; P43116; AID 940;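 active means compounds whose cAMP rise, as percent of the full-agonist control response, exceeds 60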;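 further: rat C6 glioma line stably carrying human EP2 under a CMV promoter; the protocol text gives 20 µM as final concentration; 100% = response of wells given 1 µM PGE2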
# * = called active by the depositor. The list is partial; count on the stated rates, not on these rows.
SMILES	EP2 antag	EP2 mod
C=CCC1(/C=C/C)CCCCN1 (stereo unspecified)	8	-4
Cc1ccc(NC(=S)Nc2ccccc2)nc1	9	-14
CCC(C)(C)n1nnnc1C(C(C)C)N(Cc1cccs1)Cc1cc2ccc(C)c(C)c2[nH]c1=O (stereo unspecified)	8	46
O=c1oc2ccccc2cc1-c1csc(Nc2cccc(O)c2)n1	117*	-123
CCn1c(COc2ccccc2)nnc1SCC(=O)OC	10	-2
CCC(C)C(=O)Nc1nnc(C2CCCC2)s1 (stereo unspecified)	15	-10
Cc1ccc(-c2cc(C(=O)Nc3ccc4c(c3)OCO4)no2)cc1	11	-10
O=C(O)C(F)(F)C(F)(F)C(F)(F)C(F)(F)C(=O)O	12	-4
Nc1cc2c(nc3c4ccccc4c(N)cc3[n+]2-c2cccc3ccccc23)c2ccccc12 (tested in a mixture with another compound)	54*	-9
NNS(=O)(=O)c1cc(C(=O)O)cc(C(=O)O)c1	13	-18
COc1ccc(NC(=O)CSc2nnc(-c3ccc(F)cc3)o2)c(OC)c1	11	-40
Oc1ccc(C(c2nnnn2C2CCCC2)N2CCN(c3nc4ccccc4s3)CC2)cc1 (stereo unspecified)	17	-42
CCCc1cc(COC)c(C#N)c(=O)[nH]1	8	21
CCN1CCCC1CN(Cc1cc2ccc(C)cc2[nH]c1=O)C(=S)NCc1ccccc1 (stereo unspecified)	5	-31
O=C(NCc1ccccc1F)C1CCCN(c2ncccn2)C1 (stereo unspecified)	12	-35
O=c1[nH]c(=O)c2nnc(N3CCOCC3)nc2[nH]1	7	-2
Cn1cnnc1SCC(N)=O	10	12
Cc1ccc(CN(Cc2cc3cccc(C)c3[nH]c2=O)Cc2nnnn2C2CCCC2)cc1	5	55
COc1ccccc1C1(O)CCN(CC(O)c2ccc(C)c(C)c2)CC1 (stereo unspecified)	7	-77
O=C(c1cccnc1)N1C2CCC1CC(c1ccc(F)cc1)C2 (stereo unspecified)	9	-33
Cc1cccc(-n2c(C)c3c(C)nnc(C)c3c2C)c1	9	-24
COc1ccc(C(c2nnnn2Cc2cccs2)N2CCN(C(=O)c3ccco3)CC2)cc1OC (stereo unspecified)	12	-23
Cc1cccc(C(=O)OC2CCCN(C)C2)c1 (stereo unspecified)	9	0
COc1cc2c(cc1CN1CCc3sccc3C1C)OCCO2 (stereo unspecified)	7	-42
CCCN(C#N)c1nc(NC(C)C)nc(NC(C)C)n1	8	30
COc1cc(CC(=O)N2CCC(c3ccc(F)cc3)CC2)cc(OC)c1OC	5	-43
COCCNc1cn[nH]c(=O)c1Cl	13	-7
CC(=O)N1CCN(c2ccc(NC(=O)c3cccc(F)c3)cc2)CC1	9	-27
O=C(CNCCc1ccc(Cl)cc1)Nc1ccc(N2CCCC2)cc1	10	-21
CN(C)CCCNC(=O)C(=O)Nc1nc(C23CC4CC(CC(C4)C2)C3)cs1	14	-76
CCOC(=O)C1CCN(S(=O)(=O)c2ccc(S(=O)(=O)N3CCC(C)CC3)cc2)CC1	8	11
CCOc1cc2c(cc1CN1CCC(O)(c3ccc(F)cc3)CC1)OCO2	4	-44
CCc1ccc2[nH]c(=O)c(C(c3nnnn3C(C)(C)C)N(Cc3ccccc3)Cc3ccco3)cc2c1 (stereo unspecified)	9	41
CCn1c(SCC(=O)Nc2ccc(Cl)cc2)nnc1-c1ccncc1	12	-47
Cc1cc(C)c2[nH]c(=O)c(CN(CC3CCCO3)C(=O)Nc3ccccc3Cl)cc2c1 (stereo unspecified)	15	-35
Cc1cc(C(F)(F)F)n2nc(C(=O)N3CCc4c(nc[nH]c4=O)C3)cc2n1	5	23
Cc1nc(NCCCCCC(=O)O)c2c(C)c(C)sc2n1	7	-22
CCc1[nH]n2c(=O)c(C)c(C)nc2c1-c1cccs1	12	12
Cn1c(NCc2ccco2)nc2c1c(=O)[nH]c(=O)n2C	9	25
O=C1COc2ccc(C(=O)Cn3nnc4sc5c(c4c3=O)CCCC5)cc2N1	14	-65
Cc1ccc(S(=O)(=O)n2c(C)nc3cc(C)ccc32)cc1	11	24
Cc1cc(C)nc(N2CCC(C(=O)NC3CCCCC3C)CC2)n1 (stereo unspecified)	13	-34
Cc1ccc2cc(CN(Cc3nnnn3Cc3ccc(F)cc3)C3CCCCC3)c(=O)[nH]c2c1	8	2
Cc1cccc(C)c1NC(=O)Cn1cc(C(=O)C(C)C)c2ccccc21	1	-37
COCCNC(=O)CN1C(=O)C(C(C)C)Oc2ccc(C)cc21 (stereo unspecified)	11	-41
Cc1ccc(NC(=O)CSc2n[nH]c(-c3cccnc3)n2)c(Br)c1	13	1
Cc1ccc(-c2cc(C(=O)Nc3sc4c(c3C#N)CCC4)no2)cc1	21	-5
CCOc1ccc(-c2nc(-c3cc4ccccc4[nH]c3=O)no2)cc1	10	-9
CCCC(c1nnnn1C(C)(C)C)N(CCc1ccccc1)Cc1cc2cc(C)ccc2[nH]c1=O (stereo unspecified)	11	51
COc1ccc2[nH]c(=O)c(CN(Cc3ccco3)S(=O)(=O)c3c(C)cc(C)cc3C)cc2c1	9	45

# (next part)
SMILES	EP2 antag	EP2 mod
Cc1nn(C)cc1C(C(=O)NC1CCCCC1)N(C(=O)Cc1cccs1)c1cccc(F)c1 (stereo unspecified)	6	8
COc1ccc2nc(NC(=O)COc3cccc(C)c3)sc2c1	11	-45
CCOC(=O)c1cc2occc2n1CC(=O)Nc1ccc(OC)cc1	17	-34
O=C(Oc1cccc2cccnc12)c1ccc(Cl)cc1Cl	16	38
COc1ccc2cc(C)c3nn(CC(=O)N4CCC(C)CC4)c(=O)n3c2c1	9	-70
COc1ccc(NC(=O)N(Cc2ccc(C)cc2)Cc2cc3ccc(C)c(C)c3[nH]c2=O)cc1	15	3
CN(CCO)c1nc2c([nH]1)c(=O)[nH]c(=O)n2C	7	-10
Cc1ccccc1CCN(Cc1cc2ccc(C)c(C)c2[nH]c1=O)C(=O)c1cccnc1	22	-50
COCCN1CC23C=CC(O2)C(C(=O)O)C3C1=O (stereo unspecified)	5	22
O=C1NC2(CCN(C(=O)CN3CCC(c4ccccc4)CC3)CC2)Oc2ccccc21	8	-57
COc1ccc(NC(=O)CSc2nnc3c(C)cc4cc(OC)ccc4n23)c(OC)c1	10	-154
CCOC(=O)C(CC)Sc1nnc(COc2ccc(Cl)c(C)c2)n1CC (stereo unspecified)	9	34
COc1ccc(NC(=O)CSc2nc(-c3cccs3)cc(C(F)(F)F)n2)cc1Cl	3	-90
C/C(=N\[N-]C(=[SH+])SCc1ccccc1)c1ccccn1.[Cl][Cu]	88*	-47
CCN(CC)C(=O)CN1C(=O)COc2ccccc21	5	41
O=C(CSc1n[nH]c(-c2ccncc2)n1)Nc1cccc(Cl)c1Cl	6	-43
Cc1ccc2[nH]c(=O)c(CN(C(=O)Nc3ccccc3Cl)C3CCCCC3)cc2c1	33	40
COc1cccc(N2CCN(C(c3cc4cccc(C)c4[nH]c3=O)c3nnnn3C3CCCC3)CC2)c1 (stereo unspecified)	13	-17
CC(C)(C)CC(C)(C)c1ccc(OCCOCC[N+](C)(C)Cc2ccccc2)cc1	9	27
COC(=O)c1ccccc1S(=O)(=O)N(Cc1cc2c(C)ccc(C)c2[nH]c1=O)CC1CCCO1 (stereo unspecified)	4	15
O=c1ncc(/C=C/c2ccc(-c3cccc(Cl)c3)o2)c(C(F)(F)F)[nH]1	13	49
CC(=O)c1ccc(N2CCN(CC(=O)Nc3sc(C)c(C)c3C#N)CC2)cc1	18	-23
C=CCOc1ccccc1NC(=O)c1cnc(C(C)(C)C)nc1	13	6
O=C(NCCc1nc(-c2ccncc2)n[nH]1)C1(c2cccc(F)c2)CCCC1	4	1
CCNc1nc(NC(C)(C)C)nc(OCC)n1	13	7
CCNc1nc(OC)nc(N(C)C#N)n1	13	-11
C=CCn1c(N2CCC(C(=O)NCCCO)CC2)nc2ccccc21	5	-77
COc1ccc2oc(=O)c(C(=O)NNC(=O)c3ccc(OC)c(OC)c3)cc2c1	12	-62
CC(C)n1nccc1C(=O)Nc1ncc(-c2ccc(Br)cc2)n1C	8	-65
CCc1ccccc1NC(=O)C1CCN(S(=O)(=O)c2ccc(OC)c(C)c2)CC1	8	-34

# A run of entries taken from the entries so far, for reference:
SMILES	EP2 antag	EP2 mod
O=c1ncc(/C=C/c2ccc(-c3cccc(Cl)c3)o2)c(C(F)(F)F)[nH]1	13	49
CC(=O)c1ccc(N2CCN(CC(=O)Nc3sc(C)c(C)c3C#N)CC2)cc1	18	-23
C=CCOc1ccccc1NC(=O)c1cnc(C(C)(C)C)nc1	13	6
O=C(NCCc1nc(-c2ccncc2)n[nH]1)C1(c2cccc(F)c2)CCCC1	4	1

# Remaining list, next part:
SMILES	EP2 antag	EP2 mod
CCOC(=O)C(=O)Nc1sc(C(=O)Nc2cccc(C)c2)c(C)c1C(=O)OC	6	-26
Cc1cccc2cc(CN(C3CCCCC3)S(=O)(=O)c3ccc(F)cc3)c(=O)[nH]c12	5	32
Cc1ccc(NC(=O)CSc2nnc(-c3ccc(Cl)cc3)n2C)c(Br)c1	18	-7
CN(C)c1ccc(NC(=O)CSc2n[nH]c(-c3ccncc3)n2)cc1	9	12
CC(C)NC(=O)Cn1cc(C(=O)C(C)C)c2ccccc21	7	-30
COc1ccc(C(C(=O)NC2CCCC2)N(C(=O)Cc2cccs2)c2ccc3c(c2)OCO3)cc1 (stereo unspecified)	13	31
Nc1nc(SCCC2CCCCC2)c2[nH]cnc2n1	13	-27
CC(=O)O[C@]1(C(C)=O)CCC2C3C[C@H](C)C4=CC(=O)CC[C@]4(C)C3CC[C@@]21C (stereo partly specified)	6	17
CCn1nc(C)c(NS(=O)(=O)c2ccc3c(c2)NC(=O)C(C)(C)O3)c1C	2	-41
COc1cc(NC(=O)CCN2CCC(C)CC2)cc(OC)c1	3	-50
CC(C)N(C(=O)CSc1nnc(CNc2nc(-c3ccccc3)cs2)n1C)C(C)C	7	35
C=CCNC(=S)Nc1cccc(C)n1	12	-11
Cc1sc(-n2c(C)c3c(C)nnc(C)c3c2C)nc1-c1cccs1	7	13
Cc1ccc(NC(=O)CSc2nc(C3CC3)nc3ccccc23)c(C)c1	8	-2
O=C(Nc1ccc(S(=O)(=O)NCc2ccco2)cc1)c1cccc(F)c1	5	-50
O=C(CN1CCC(O)(c2cccnc2)CC1)NCc1ccccc1F	9	-42
Cc1nc(SCC(=O)Nc2cccc(Cl)c2Cl)nc2c1CCCC2	8	41
Nc1ccc2[nH]cc(CCC(=O)O)c2c1	13	27
Cc1cccc2cc(C#N)c(NCCCNS(=O)(=O)c3cccc(F)c3)nc12	9	-76
O=C1[C@@H]2[C@H](C(=O)N1CN1CCSCC1)[C@H]1[C@@H]3C=C[C@@H]([C@@H]4C(=O)N(CN5CCSCC5)C(=O)[C@@H]34)[C@@H]21	45*	15
CCOc1ccc2[nH]c(=O)c(CN(CCO)C(=S)Nc3ccccc3)cc2c1	13	-50
O=C(Cn1c2ccccc2c2ccccc21)N1CCn2c(nnc2C2CC2)C1	6	-41
O=C(NC1CCCCCC1)c1ccc(Cl)c(S(=O)(=O)N2CCOCC2)c1	6	-49
Cc1cc2cccc(C)c2nc1SCC(=O)NC(C)(C)C	9	51
CCn1c(SCC(=O)Nc2ccccc2F)nnc1C(C)C	20	16
COCCCNC(=O)C1CCCN(S(=O)(=O)c2ccc(Cl)cc2)C1 (stereo unspecified)	11	1
CCOC(=O)C1=C(C)NC(=S)NC1c1ccc(OCc2ccccc2)c(OC)c1 (stereo unspecified)	12	27
CCOc1ccc(NC(=O)N2CCC(NC(=O)C3CCCCC3)CC2)cc1	4	-17
COc1cccc(-c2cc(C(F)(F)F)c(C#N)c(SCC(N)=O)n2)c1	15	9
O=C(Nc1cccc(Cl)c1)C1COc2ccccc2O1 (stereo unspecified)	8	-126
COc1ccc(C2(C(=O)N3CCC(c4ccncc4)CC3)CC2)cc1	5	1
COc1ccc(CCN(Cc2nc3ccccc3c(=O)[nH]2)C(=O)C(C)C)cc1OC	13	-32
CCN(CC)S(=O)(=O)c1ccc(NC(=O)c2sc3ccccc3c2Cl)cc1	7	-31
CCOc1ccc2nc(NC(=O)CSc3nnc(-c4ccc(C)cc4)o3)sc2c1	11	-16
O=C(c1ccccc1F)[C@H]1CCCN(C(=O)c2cc(C3CC3)[nH]n2)C1	9	-31
O=c1[nH]c(N2CCOCC2)nc2c1CCN(Cc1ccc(O)cc1)C2	7	-13
CCCn1ncc(C(=O)N[C@@H](C)Cn2nnc3ccccc32)c1C	10	-24
Cc1cc2nnc(SCC(=O)NC3CCCCC3)n2c2ccccc12	8	-53
CCc1ccc(-c2csc3ncn(CC(=O)N4CCCC4)c(=O)c23)cc1	8	-109
CCOc1ccc2[nH]c(=O)c(CN(C(=O)Nc3ccc(C)cc3)C3CCCC3)cc2c1	8	-7
Cc1cccc(C)c1N(CC(=O)N1CCN(Cc2ccc3c(c2)OCO3)CC1)S(C)(=O)=O	16	-40
CCc1nn(CC(=O)NCCc2ccccc2)c(=O)c2cc3oc(C)cc3n12	12	-66
CCc1c(C)sc2nc(C)nc(SCC(=O)Nc3c(C)cc(C)cc3C)c12	9	6

# As entered above.
# CCOc1ccc2nc(NC(=O)CSc3nnc(-c4ccc(C)cc4)o3)sc2c1 in EP2 antag reads 11
# COc1ccc(C(c2nnnn2Cc2cccs2)N2CCN(C(=O)c3ccco3)CC2)cc1OC (stereo unspecified) in EP2 antag reads 12

# High-throughput results (PubChem)
